# ELG1 repair inh – blocks ELG1-dependent DNA repair in HEK293T cells; HEK293T ELG1-luciferase reporter, luminescence, 16 h; DNA damage induced by 5-fluorouridine; Potency, µM (doses to about 46.1 µM), for the others: top-dose activity change, negative = inhibition, most hits filed as inhibitors; 330,000 compounds, 2.3% hits; AID 504467; note: potency is the fitted concentration of half-maximal effect; % is set by controls: 0 for no effect and ±100 for the full control effect; nearly all actives have a fitted effect of over 55% in size
#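 Step one: seed 2,000 cells per well. Step two: pin-transfer compound or DMSO alongside 5-fluorouridine. Step three: incubate 16 hr, 37 °C, 5% CO2. Step four: add ONE-Glo, wait 30 min, read luminescence.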
# Gal4-VP16 FLuc – Gal4-VP16 reporter inhibition counter-screen; Drosophila S2 Gal4-VP16 UAS-luciferase, luminescence, 20 h; AID 2546; 310,000 compounds, 3.5% hits; Potency, µM (doses to about 53.6 µM), for inactives: top-dose activity, negative = inhibition, hits mostly inhibitors;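 note: Gal4-VP16 expression switched on by copper sulfate through the metallothionein promoter; potency is the fitted concentration of half-maximal effect; % is set by controls: 0 for no effect and ±100 for the full control effect; nearly all actives have a fitted effect of over 50% in size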
# FLuc counter – counter-screen for miR-21 project: firefly luciferase inhibitors or activators; P08659; purified FLuc, Km substrates, luminescence inhibition; Potency, µM (series often up to 57.5 µM), inactives show at the highest dose activity change, negative = inhibition, most hits filed as inhibitors; 360,000 compounds, 6.9% hits; AID 588342;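 note: potency is the fitted concentration of half-maximal effect; plate controls were vehicle for no effect and reference inhibitor for full effect; nearly all actives have a fitted effect of over 55% in size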
#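 Purified P. pyralis luciferase, 10 nM final, with Km-level 10 uM D-luciferin and 10 uM ATP in 50 mM Tris acetate pH 7.5, 10 mM Mg acetate, 0.01% Tween-20, 0.05% BSA; 6-point qHTS titration about 60 µM downward; luminescence read.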
# p53 reactivation – re-activators of mutant p53. Potency, µM (titrated, usually from 92.2 µM), inactives show top-dose activity change, positive = activation, usual class: activators. 320,000 compounds, 0.063% hits. H1299 p53-A138V BP100-luciferase reporter, luminescence, 24 h; note: potency is the fitted concentration of half-maximal effect; % of control where 0% means no effect; nearly all actives have a fitted effect of over 45% in size
#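 H1299 (p53-null), stable ts p53-A138V + BP100-Luc; 1000 cells/well, Opti-MEM/10% FBS; cpd 4 pt, 1:5; 24 h, 37 deg C, 5% CO2; detection reagent 10 min RT; luminescence.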
# TRPV1 agonist – agonists of human vanilloid receptor 1 (TRPV1); 320,000 compounds, 0.19% hits; activation, % at 8.33 µM; AID 540275; Q8NER1; TRPV1-expressing cells, Fluo-8 calcium influx, agonist mode; in the data active = activation above about 80%; inconclusive = between about 30% and that limit; note: 0% is about no effect
# Target sequence (Q8NER1 whole entry, looked up): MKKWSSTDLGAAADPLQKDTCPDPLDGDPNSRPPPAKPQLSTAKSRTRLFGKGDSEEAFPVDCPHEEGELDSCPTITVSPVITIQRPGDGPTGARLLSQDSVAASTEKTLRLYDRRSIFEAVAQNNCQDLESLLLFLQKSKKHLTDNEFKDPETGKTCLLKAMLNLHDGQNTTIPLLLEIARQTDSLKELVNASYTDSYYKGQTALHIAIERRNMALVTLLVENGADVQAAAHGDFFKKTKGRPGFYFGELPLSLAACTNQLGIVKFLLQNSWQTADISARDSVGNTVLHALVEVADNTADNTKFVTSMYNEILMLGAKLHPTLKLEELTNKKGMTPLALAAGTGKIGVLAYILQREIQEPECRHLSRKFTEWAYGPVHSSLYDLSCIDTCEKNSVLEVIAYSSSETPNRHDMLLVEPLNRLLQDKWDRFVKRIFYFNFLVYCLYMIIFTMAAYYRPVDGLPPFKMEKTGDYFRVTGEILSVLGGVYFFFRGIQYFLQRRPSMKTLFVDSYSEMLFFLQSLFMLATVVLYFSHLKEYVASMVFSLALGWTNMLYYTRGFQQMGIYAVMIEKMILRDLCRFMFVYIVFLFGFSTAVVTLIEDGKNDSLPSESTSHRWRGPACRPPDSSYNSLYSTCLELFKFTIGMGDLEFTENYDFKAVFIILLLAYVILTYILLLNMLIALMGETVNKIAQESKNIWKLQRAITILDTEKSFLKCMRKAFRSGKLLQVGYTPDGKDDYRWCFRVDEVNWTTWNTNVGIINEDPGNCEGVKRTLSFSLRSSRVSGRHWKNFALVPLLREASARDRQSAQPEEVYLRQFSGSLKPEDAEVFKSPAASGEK
#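 Cells expressing TRPV1 were dye-loaded with Fluo-8 and read kinetically: 10 s baseline, 3 min after compound (agonist portion), then 2 min after EC20 capsaicin (allosteric enhancer portion). Calcium-bound dye fluorescence at 480/520 nm.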
# RORg inh – ROR gamma (mouse) transcription inhibition. P51450. Drosophila S2 Gal4-RORgamma UAS-luciferase reporter, 20 h. Potency, µM (titrated, usually from 53.6 µM), for inactives: at the top dose activity change, negative = inhibition, usual class: inhibitors. 310,000 compounds, 5.4% hits. AID 2551; note: potency is the fitted concentration of half-maximal effect; % is set by controls: 0 for no effect and ±100 for the full control effect; nearly all actives have a fitted effect of over 60% in size
#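 Luciferase reporter read in Schneider cells carrying Gal4-RORγ (mouse) and UAS-Photinus luciferase; cells given compound 1 h before 700 uM copper sulfate induction, then incubated 20 h at ambient temperature.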
# Rab9 prom act – activates the Rab9 promoter; AID 485297; 320,000 compounds, 2.8% hits; Potency, µM (series often up to 9.22 µM), for the others: top-dose activation, negative = inhibition, usual class: activators; Huh7 Rab9 promoter-luciferase reporter, luminescence, 24 h; note: potency is the fitted concentration of half-maximal effect; % of control where 0% means no effect; nearly all actives have a fitted effect of over 60% in size
#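 Cell-based reporter: Huh7 stable for Rab9 promoter-driven luciferase, plated in reduced-serum medium with 10% FBS at 1500 cells/well, compound-treated 24 h at 37 °C, luminescence read after 10 min reagent.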
# ELG1 genotox – genotoxicity induction in ELG1-luciferase HEK293T cells. HEK293T ELG1-luciferase reporter, luminescence, 16 h. AID 504466. Potency, µM (series often up to 46 µM), inactives show top-dose activity change, positive = activation, actives largely listed as activators. 330,000 compounds, 1.3% hits; note: potency is the fitted concentration of half-maximal effect; % of control where 0% means no effect; nearly all actives have a fitted effect of over 60% in size
#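 After overnight (16 hr) compound treatment at 37 °C, ELG1-luciferase HEK293T cells were lysed with ONE-Glo; luminescence quantified 30 min later at room temperature.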
# BRCA1 expr act – BRCA1 expression activation | 380,000 compounds, 1.1% hits | MCF7-BRCA1-FFLuc reporter, luminescence, 48 h; response scale: scaled: vehicle 0%, 10 µM genistein 100% | Potency, µM (top dose mostly 46.1 µM), for the others: top-dose activation, actives largely listed as activators | AID 624202; note: potency is the fitted concentration of half-maximal effect; nearly all actives have a fitted effect of over 80% in size; some results filed as inactive show a strong effect at the top dose
#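 Luminescence from a BRCA1-driven firefly luciferase in MCF7 cells was read after 48 h compound exposure at 37 C. Data normalized against DMSO and a 10microM genistein activation control, then curve-fitted across the titration.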
# Tb PFK inh – blocks T. brucei phosphofructokinase | Potency, µM (highest dose often 57.5 µM), without a hit: at the top dose activity, negative = inhibition, hits mostly inhibitors | 330,000 compounds, 0.17% hits | AID 485367 | T. brucei PFK, ADP-Glo luminescence;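 note: potency is the fitted concentration of half-maximal effect; 0% = uninhibited 1x PFK enzyme wells and -100% = no-enzyme wells; nearly all actives have a fitted effect of over 60% in size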
#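 1.25 nM PFK with 0.5 mM F6P and 0.1 mM ATP in 0.1 M TEA pH 8.0, 5 mM MgCl2, incubated 45 min at room temperature; ADP measured by ADP-Glo luminescence; compounds titrated up to 57 uM.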
# NPC1 prom act – NPC1 promoter activation. Huh7 NPC1 promoter luciferase reporter, 24 h. Potency, µM (titrated, usually from 9.22 µM), for inactives: at the top dose activation, hits mostly activators. 320,000 compounds, 2.4% hits. AID 485313;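 note: potency is the fitted concentration of half-maximal effect; % of control where 0% means no effect; nearly all actives have a fitted effect of over 60% in size; reporter is driven by a mutant NPC1 promoter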
#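 Luminescence from an NPC1 promoter-driven luciferase reporter in stably transfected Huh7 cells was measured after 24 h compound treatment at 37 °C, followed by 10 min ambient incubation with luciferase detection reagent.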
# * marks the source's active call; other numbers are inactive results; ? = inconclusive; nt = no result given; [ ] = another dose, or the depositor's remark. Unless noted, calls come from the whole dose curve; as a rule, active = well fitted curve in the direction sought with a large enough effect; inconclusive = small, poorly fitted or top-dose-only effect, or another doubt; inactive = no such curve, though single readings can be large; an effect the other way counts as inactive or inconclusive. Rows are unselected (roughly 15% active in at least one column).
nr	SMILES	ELG1 repair inh	Gal4-VP16 FLuc	FLuc counter	p53 reactivation	TRPV1 agonist	RORg inh	Rab9 prom act	ELG1 genotox	BRCA1 expr act	Tb PFK inh	NPC1 prom act
1	Cc1c2cnn(CC(=O)NCCCN3CCCCC3)c(=O)c2c(C)n1Cc1ccccc1	?	-2%	-1%	11%	-5	-10%	7%	3%	0%	2%	1%
2	CCC(=O)N(C1=C(NC(C)C)C(=O)c2ccccc2C1=O)C(C)C	?	?	-3%	-12%	-3	10µM*	-5%	-9%	-52%	-3%	1%
3	COc1cccc(CNC(=O)CCNC(=O)C2CCN(S(=O)(=O)c3ccc(F)cc3)CC2)c1	4%	-4%	2%	3%	1	4%	-3%	-4%	3%	0%	-5%
4	CC(=O)N1CCCN(Cc2cn(-c3ccc(C)cc3)nc2-c2cccc(C)c2)CC1	?	-18%	?	-1%	?	?	0%	-3%	34%	2%	0%
5	CCOC(=O)c1cnc2c(C(=O)OC)cccc2c1NCCN1CCOCC1	-2%	-3%	-2%	1%	0	-31%	-5%	9%	6%	-3%	2%
6	C=CCNc1nc(N(c2ccccc2)c2ccccc2)nc(-n2ccnc2)n1	-3%	-13%	2%	-10%	27	11µM*	-6%	1%	2%[1.84 µM]	0%	-3%
7	CC(Sc1nc2ccccc2c(=O)n1CC1CCCO1)C(=O)Nc1ccc(S(N)(=O)=O)cc1 (centres undefined)	?	nt	1%	-4%	2	nt	-3%	13%	-26%	0%	-1%
8	N#Cc1cccnc1N1CCN(C(=O)c2ccccc2)CC1	-4%	0%	-2%	6%	0	-7%	-7%	-2%	6%	1%	-2%
9	CN1C(=O)NC(c2ccccc2)C2=C1CN(Cc1ccco1)C2=O (centres undefined)	-2%	-14%	3%	2%	-3	14%	-1%	1%	-7%	-5%	-2%
10	CCN(CC)C(=O)Cn1c(=O)n(-c2ccc(CC(=O)NCc3ccccc3)cc2)c(=O)c2sccc21	4%	-3%	-11%	-1%	1	4%	1%	13%	7%	-1%	-3%
11	Cn1cccc1/C=C1\SC(=O)N(c2ccc(O)cc2)C1=O	?	-20%	?	16%	4	2.8µM*	?	?	10µM*	-1%	?
12	O=S(=O)(Nc1cccnc1)c1ccc(Cl)c(C(F)(F)F)c1	nt	10%	0%	nt	1	27%	nt	nt	1%	nt	nt
13	Oc1ccc(Cl)cc1C1=NNC(c2ccc(Cl)cc2)C1 (centres undefined)	?	16µM*	?	28µM*	16	8.9µM*	-1%	0%	-69%	4%	12%
14	CCOC(=O)C1CCCN(C(=O)c2ccccc2[N+](=O)[O-])C1 (centres undefined)	12%	-12%	2%	-2%	1	-39%	-2%	1%	20%	-17%	0%
15	Cc1cc(Cl)cc(C)c1OCCn1ccnc1	?	1%	0%	-5%	-3	-32%	0%	1%	-31%	1%	3%
16	CCN(CC)C(=O)CSc1nc2ncc(Cl)cc2[nH]1	3%	7%	-6%	-11%	1	16%	-6%	-1%	-7%	4%	-2%
17	CCc1nc(NCCO)c(C#N)c2c1CCCC2	6%	-4%	1%	-4%	4	20%	1%	-7%	8%	-9%	-1%
18	Cc1cccc(NS(=O)(=O)c2ccc(C)c(C(=O)NCC(c3ccco3)N3CCCCC3)c2)c1 (centres undefined)	?	nt	2%	3%	14	nt	3%	-8%	-30%	-5%	-2%
19	CC1(C)CC(NC(=O)N2c3ccccc3Sc3ccccc32)CC(C)(C)N1	-4%	9%	4%	2%	nt	-26%	0%	-2%	-29%	17%	1%
20	c1ccc(CNn2nnnc2-c2ccccc2)cc1	nt	20%	0%	nt	-1	7%	nt	nt	-3%	nt	nt

# Record cards (already shown):
# Record of Cn1cccc1/C=C1\SC(=O)N(c2ccc(O)cc2)C1=O : ELG1 repair inh: ?; Gal4-VP16 FLuc: -20%; FLuc counter: ?; p53 reactivation: 16%; TRPV1 agonist: 4; RORg inh: 2.8µM*; Rab9 prom act: ?; ELG1 genotox: ?; BRCA1 expr act: 10µM*; Tb PFK inh: -1%; NPC1 prom act: ?
# Record of Cc1cc(Cl)cc(C)c1OCCn1ccnc1 : ELG1 repair inh: ?; Gal4-VP16 FLuc: 1%; FLuc counter: 0%; p53 reactivation: -5%; TRPV1 agonist: -3; RORg inh: -32%; Rab9 prom act: 0%; ELG1 genotox: 1%; BRCA1 expr act: -31%; Tb PFK inh: 1%; NPC1 prom act: 3%
# Record of CCOC(=O)C1CCCN(C(=O)c2ccccc2[N+](=O)[O-])C1 (centres undefined) : ELG1 repair inh: 12%; Gal4-VP16 FLuc: -12%; FLuc counter: 2%; p53 reactivation: -2%; TRPV1 agonist: 1; RORg inh: -39%; Rab9 prom act: -2%; ELG1 genotox: 1%; BRCA1 expr act: 20%; Tb PFK inh: -17%; NPC1 prom act: 0%

# Values by screen from above:
# Entries 9–14 in Tb PFK inh, in turn: -5%, -1%, -1%, nt, 4%, -17%

# New compounds follow.
nr	SMILES	ELG1 repair inh	Gal4-VP16 FLuc	FLuc counter	p53 reactivation	TRPV1 agonist	RORg inh	Rab9 prom act	ELG1 genotox	BRCA1 expr act	Tb PFK inh	NPC1 prom act
21	CCS(=O)(=O)Nc1c(C(=O)O)[nH]c2ccccc12	-1%	3%	?	11%	1	19%	3%	4%	-1%	1%	16%
22	C=CCn1c(SCC(=O)O)nnc1-c1ccccc1	-6%	5%	3%	2%	0	16%	-2%	3%	10%	-1%	-5%
23	O=C(O)CCC(=O)NCc1ccc(F)cc1	5%	2%	1%	0%	-2	22%	0%	-2%	14%	4%	-1%
24	Nc1c(-c2ccsc2)cnc2ncnn12	3%	-4%	-5%	0%	1	27%	1%	1%	-13%	-4%	0%
25	O=S(=O)(c1ccc2nc(-c3ccccc3)[nH]c2c1)N1CCN(c2ccc(Cl)cc2)CC1	?	-13%	6%	-13%	-1	-1%	-18%	11%	-50%	-3%	-9%
26	CCOC(=O)C1=C(CSc2nc3ccccc3s2)NC(=O)NC1c1ccc(OC)cc1 (centres undefined)	?	-12%	-12%	-1%	1	?	-6%	-2%	-105%[inhibitor]	2%	1%
27	CCCCC(=O)N1CC2(C)CN(C(=O)CCCC)CC(C)(C1)C2=O	-2%	-8%	2%	15%	4	1%	6%	2%	1%	2%	-4%
28	COC(=O)c1ccccc1NC(=O)C1CCN(C(=O)c2cc(OC)cc(OC)c2)CC1	-19%	-8%	1%	0%	1	32%	-1%	-5%	-6%	0%	0%
29	O=C1C(Cc2ccc(Br)cc2)SC(=Nc2ccccc2)N1c1ccccc1 (centres undefined)	-11%	-9%	8%	-5%	-1	?	-15%	-4%	-51%	-6%	-3%
30	CCOc1ccccc1NC(=O)Cn1cnc2c(nnn2-c2cccc(OC)c2)c1=O	-14%	3%	-2%	-5%	0	42%	0%	-3%	0%	5%	-4%
31	COc1ccc(C2/C(=C(/O)c3ccccc3)C(=O)C(=O)N2CCO)cc1 (centres undefined)	1%	-11%	8%	5%	-2	13%	-5%	-3%	2%	0%	0%
32	CC(CCc1ccccc1)NC(=O)CCC(=O)N1CCC(C(N)=O)CC1 (centres undefined)	-1%	3%	0%	0%	-3	-7%	1%	1%	-6%	1%	-2%
33	N#Cc1c(N)sc(=S)c2c1CCCC2	-4%	9%	0%	1%	-1	-13%	3%	1%	0%	5%	2%

# A draw from above in order of molecular weight, rising:
nr	SMILES	ELG1 repair inh	Gal4-VP16 FLuc	FLuc counter	p53 reactivation	TRPV1 agonist	RORg inh	Rab9 prom act	ELG1 genotox	BRCA1 expr act	Tb PFK inh	NPC1 prom act
21	CCS(=O)(=O)Nc1c(C(=O)O)[nH]c2ccccc12	-1%	3%	?	11%	1	19%	3%	4%	-1%	1%	16%
29	O=C1C(Cc2ccc(Br)cc2)SC(=Nc2ccccc2)N1c1ccccc1 (centres undefined)	-11%	-9%	8%	-5%	-1	?	-15%	-4%	-51%	-6%	-3%
26	CCOC(=O)C1=C(CSc2nc3ccccc3s2)NC(=O)NC1c1ccc(OC)cc1 (centres undefined)	?	-12%	-12%	-1%	1	?	-6%	-2%	-105%[inhibitor]	2%	1%
